# AGP1-GFP MLPCN – modulators of AGP1-GFP expression in yeast TOR pathway, primary screen, cell-based, multiplex flow cytometry, S. cerevisiae, MLPCN library. GFP response vs DMSO, % at 10 µM. 3 h; GFP as percent of DMSO wells. 0.02% of 320,000 active;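 active = GFP response relative to DMSO above a set limit, near screen average plus 3 SD, cut at about 150% in these data; inconclusive = fewer than 70 cells counted for the yeast strain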;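 also: median GFP channel fluorescence of the gated AGP1 strain per well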
# VLA-4 inh – inhibition in human VLA-4 binding assay, primary screen, VLA-4 allosteric modulator project, MLPCN library, flow cytometry, VLA-4 expressing cells. Integrin alpha-4 (Homo sapiens), P13612. ligand binding flow cytometry. inhibition, % (about 7 µM as worked out from the volumes in the protocol). 0.2% of 330,000 active. AID 2557, 2010; in the data active = inhibition above about 50%
# MEP2 TOR yeast – modulators of MEP2-GFP levels in yeast, primary screen, S. cerevisiae, multiplex flow cytometry, MLPCN library; S. cerevisiae MEP2-GFP strain, 3 h; 100% = DMSO control level; 0.51% of 330,000 active; GFP response vs DMSO, % at 10 µM; AID 2016, 2009;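 active = GFP response versus DMSO above a set limit, roughly screen mean plus 3 SD, cut at about 180% in these data; inconclusive = fewer than 70 cells counted for a yeast strain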;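 also: median GFP fluorescence of the barcode-gated MEP2-GFP cells per well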
# LAP4-GFP MLPCN – modulators of LAP4-GFP expression in yeast, primary screen, S. cerevisiae, multiplex flow cytometry, MLPCN library. GFP response vs DMSO, % at 10 µM. 0.34% of 320,000 active. 3 h; median GFP as percent of DMSO wells;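 active = GFP response vs DMSO above a set limit, about the screen mean plus 3 SD, cut at about 150% in these data; inconclusive = under 70 cell events counted for the yeast strain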
# RPL19A TOR yeast – RPL19A-GFP expression modulators in yeast, primary screen, cell-based, S. cerevisiae, multiplex flow cytometry, MLPCN; percent response vs DMSO, % at 10 µM; 0.3% of 330,000 active; S. cerevisiae RPL19A-GFP strain, 3 h; stronger effect = lower value;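 active = percent response vs DMSO below 50%; inconclusive = fewer than 70 events counted for the yeast strain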;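 also: median channel GFP fluorescence of the barcoded RPL19A-GFP strain; ratio of sample median GFP to plate DMSO average so 100% = DMSO; lower means less RPL19A-GFP as with rapamycin TOR inhibition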
# CIT2 TOR yeast – modulators of CIT2-GFP expression in yeast, primary screen, S. cerevisiae, GFP fusion, multiplex flow cytometry, MLPCN library; S. cerevisiae CIT2-GFP strain, 3 h; 100 means same as DMSO wells; GFP response vs DMSO, % at 10 µM; 0.065% of 320,000 active; AID 2029, 2009;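 active = GFP response relative to DMSO above a set limit, near the screen mean plus 3 SD, cut at about 150% in these data; inconclusive = Fewer than 70 cells measured for a yeast strain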;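 also: ratio of well median GFP fluorescence to mean of DMSO wells on the plate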
# GASC-1 inh – inhibitors of GASC-1 histone demethylase, primary screen, biochemical, fluorescence, DELFIA europium | GST-JMJD2C(1-420) H3K9me3 demethylation | Lysine-specific demethylase 4C (Homo sapiens), Q9H3R0 | AID 2099, 2009 | inhibition, % at 2.35 µM | 0.069% of 330,000 active;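 active = more than half of a compound's replicate wells show inhibition beyond 50%, single wells judged on their own value; inconclusive = some, but no more than half, of replicates pass 50% inhibition; inactive = no replicate passes 50% inhibition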;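 also: signal counts dimethyl H3K9 product captured on neutravidin plate; 0% = median of DMSO wells and 100% = 0.3 times that DMSO median; strong numbers were not always called active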
# Target sequence (Q9H3R0 1-420 limits assumed): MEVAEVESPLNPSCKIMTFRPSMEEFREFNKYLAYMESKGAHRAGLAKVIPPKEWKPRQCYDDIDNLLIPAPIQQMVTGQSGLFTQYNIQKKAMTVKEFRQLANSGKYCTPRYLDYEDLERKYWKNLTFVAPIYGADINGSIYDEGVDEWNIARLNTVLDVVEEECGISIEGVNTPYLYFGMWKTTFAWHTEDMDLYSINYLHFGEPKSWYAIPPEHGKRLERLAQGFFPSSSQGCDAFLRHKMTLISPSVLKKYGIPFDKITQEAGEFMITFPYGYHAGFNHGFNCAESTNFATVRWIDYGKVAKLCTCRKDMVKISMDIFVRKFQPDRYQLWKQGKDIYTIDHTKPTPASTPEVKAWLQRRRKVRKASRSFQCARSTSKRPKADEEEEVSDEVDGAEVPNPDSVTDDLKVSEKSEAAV
# GRK2 aptamer HTS – compounds blocking aptamer binding on GRK2 – biochemical, human GRK2, bead flow cytometry, HTS, primary screen. 0.59% of 330,000 active. Beta-adrenergic receptor kinase 1 (Homo sapiens), P25098. FAM-aptamer displacement from GRK2. inhibition of aptamer binding, % at 10 µM;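 active = inhibition of aptamer binding above 40%, roughly 3 SD of noise, on plates passing a quality check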;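 also: median bead fluorescence of bound FAM aptamer so fluorescent compounds give negative values; no value below 0 was filed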
# Target sequence (P25098 whole entry, looked up): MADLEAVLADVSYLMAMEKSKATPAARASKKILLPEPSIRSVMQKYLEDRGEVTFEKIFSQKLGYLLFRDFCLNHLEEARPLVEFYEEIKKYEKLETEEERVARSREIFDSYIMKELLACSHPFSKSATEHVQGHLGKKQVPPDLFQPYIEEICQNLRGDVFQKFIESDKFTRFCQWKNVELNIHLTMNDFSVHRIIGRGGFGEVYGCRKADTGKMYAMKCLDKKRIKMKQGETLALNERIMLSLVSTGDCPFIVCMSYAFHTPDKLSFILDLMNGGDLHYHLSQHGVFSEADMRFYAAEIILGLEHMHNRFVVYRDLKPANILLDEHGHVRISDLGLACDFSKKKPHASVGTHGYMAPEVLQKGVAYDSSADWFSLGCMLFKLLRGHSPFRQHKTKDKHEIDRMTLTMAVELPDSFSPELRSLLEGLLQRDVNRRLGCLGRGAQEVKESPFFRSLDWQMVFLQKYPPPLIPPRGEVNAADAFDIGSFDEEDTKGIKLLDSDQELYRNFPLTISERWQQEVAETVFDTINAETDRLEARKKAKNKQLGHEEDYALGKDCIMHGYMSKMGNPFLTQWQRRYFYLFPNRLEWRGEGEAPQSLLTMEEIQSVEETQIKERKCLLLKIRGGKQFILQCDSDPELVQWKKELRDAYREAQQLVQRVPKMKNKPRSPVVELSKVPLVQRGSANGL
# * hit, by the source's call; ? = inconclusive; . = not tested or not shown; & = joins results of further samples; [ ] = dose if it differs, or a comment. Rows were taken by chance; 1.7% or so of the library scored in one or more.
AGP1-GFP MLPCN,VLA-4 inh,MEP2 TOR yeast,LAP4-GFP MLPCN,SMILES,RPL19A TOR yeast,CIT2 TOR yeast,GASC-1 inh,GRK2 aptamer HTS
103,-2,104,113,O=C(NNc1nc2ccccc2s1)Nc1ccc(F)cc1,106,92,-1,0
108,-1,102,106,Fc1ccc(CSc2ccc3nnc(-c4ccccn4)n3n2)cc1,100,103,-2,0
102,-1,105,102,COc1ccc(-n2nc(C(=O)NCC(=O)N3CCCCCC3)c3ccccc3c2=O)cc1OC,102,95,1,3
103,9,102,93,CCOC(=O)C1(CCCc2ccccc2)CCN(C(=O)C(C)n2cncn2)CC1 (stereo not drawn),104,98,4,0
104,3,107,96,NC(=O)c1nc(-c2ccco2)nc2c1[nH]c(=O)n2-c1ccc(Cl)c(Cl)c1,105,104,12,3
99,5,109,102,CC(=O)Nc1ccc(S(=O)(=O)N(C)CC(=O)NCCOc2ccccc2)cc1,96,100,0,1
98,-3,103,96,COCCn1c(N)c(N(Cc2ccccc2)C(=O)c2cc(=O)[nH]c3ccccc23)c(=O)[nH]c1=O,96,100,6,1
97,4,103,105,CC(SCC(=O)O)c1nc2ccccc2[nH]1 (stereo not drawn),98,94,35,2
97,-4,101,114,CCN(c1ccccc1)S(=O)(=O)c1cc(C(=O)OC(C)C(=O)Nc2ccc3c(c2)OCCO3)ccc1C (stereo not drawn),100,93,2,10
96,8,102,94,COc1cc(OC)c(C(=O)OCC(=O)c2ccc3c(c2)NC(=O)CO3)cc1OC,96,99,4,3
92,7,99,101,Cc1nc(N)nc(Cl)c1Cc1ccc(Cl)cc1,95,97,-1,0
104,10,99,100,CC1CN(C(=O)c2ccc(-c3cccc(C(F)(F)F)c3)o2)CC(C)O1 (stereo not drawn),99,105,-10,2
105,22,100,120,O=C(NNC1CC(=O)N(c2ccc(F)cc2)C1=O)c1cccnc1 (stereo not drawn),98,98,15,2
116,22,103,113,COC(=O)C(CC(=O)O)NCc1ccco1 (stereo not drawn),103,113,7,0
104,26,105,101,Cc1coc(C)c1C(=O)CC1(O)C(=O)N(CCc2ccccc2)c2ccccc21 (stereo not drawn),101,94,-10,4
97,12,106,102,COc1ccc(C2NC(=O)Cc3cc(OC)c(OC)cc32)cc1OC (stereo not drawn),104,107,-8,0
106,-7,101,114,c1ccc(-c2nc(SCc3nc4ccccc4[nH]3)c3oc4ccccc4c3n2)cc1,102,103,.,0
94,2,106,92,N#C/C(=C\c1ccc(-c2ccc(C(=O)O)cc2)o1)C(=O)Nc1ccc(F)cc1,101,98,11,7
100,20,98,102,O=C(/C=C/Nc1ccccc1F)c1ccc(Br)cc1,99,107,6,2
107,-5,101,80,CCCCn1c(C)nc2c(=O)n(C)c(=O)[nH]c21,98,90,13,5
106,12,98,108,CC(C)(C)OC(=O)N1CCC(CNC(=O)c2ccc(F)cc2F)CC1,97,94,1,4
102,-7,106,100,CCOC(=O)c1c(NC(=O)CSc2nnc3c(Cl)cc(Cl)cn23)sc2c1CCC2,106,102,-6,0
108,-1,100,98,COc1ccc(CCNCC(O)c2ccccc2)cc1 (stereo not drawn),100,103,-1,3
98,-1,98,97,Cc1nc(CN(C)Cc2nc(Cc3cccc(F)c3)no2)cs1,99,98,4,2

# The final four records of the part before open the next one.
AGP1-GFP MLPCN,VLA-4 inh,MEP2 TOR yeast,LAP4-GFP MLPCN,SMILES,RPL19A TOR yeast,CIT2 TOR yeast,GASC-1 inh,GRK2 aptamer HTS
106,12,98,108,CC(C)(C)OC(=O)N1CCC(CNC(=O)c2ccc(F)cc2F)CC1,97,94,1,4
102,-7,106,100,CCOC(=O)c1c(NC(=O)CSc2nnc3c(Cl)cc(Cl)cn23)sc2c1CCC2,106,102,-6,0
108,-1,100,98,COc1ccc(CCNCC(O)c2ccccc2)cc1 (stereo not drawn),100,103,-1,3
98,-1,98,97,Cc1nc(CN(C)Cc2nc(Cc3cccc(F)c3)no2)cs1,99,98,4,2
84,0,89,98,CCOC(=O)C(=CN(CCc1ccccc1)CC(=O)OC)C(=O)OCC,91,87,-12,0
100,11,104,94,O=C(COn1nnc2ccc(C(F)(F)F)cc21)Nc1nnc(-c2ccccc2)o1,.,106,-4,0
109,41,109,93,O=[N+]([O-])c1ccc(CCn2ccnc2)cc1,109,108,-19,3
23[may fluoresce violet],2,113[may fluoresce violet],109[may fluoresce violet],CC1(C)Cc2c(C#N)c(N3CCCC3)nc(-c3ccco3)c2CO1,97[may fluoresce violet],?,9,6
108,-3,102,106,CC(=O)Nc1ccc(S(=O)(=O)NCCC(=O)OC(C)C(=O)NC2(C#N)CCCCC2)cc1 (stereo not drawn),99,102,.,0
93,10,108,102,COc1ccc(N2CCN(CC(=O)c3ccc(Cl)cc3)CC2)cc1,101,92,32,0
105,4,104,94,COc1cc(C2CC(=O)Nc3c2c(=O)nc2c(C)cccn32)cc(OC)c1OC (stereo not drawn),105,104,4,0
96,17,98,90,CCn1ncc(/C=N/NC(=O)c2cc(Cl)ccc2OC)c1C,95,100,4,0
94,-1,95,113,O/N=C/c1cc(Cl)ccc1OCc1ccccc1Cl,91,82,27,0
100,7,96,97,CCS(=O)(=O)CCSC1OC(COC(C)=O)C(OC(C)=O)C(OC(C)=O)C1OC(C)=O (stereo not drawn),97,97,-5,0
99,-1,91,111,CCCCNC(=O)c1cc2c(C)cc(C)cc2[nH]1,96,80,-5,0
100,-17,100,102,CCCc1nn2c(=O)cc(CSCC(=O)Nc3ccc(C)cc3)nc2s1,98,109,14,2
98,-3,96,82,O=[N+]([O-])c1ccc(NC(=S)N2CCCC2)cc1,101,111,8,0
105,3,99,104,CCC(=O)c1ccc(OCC(O)CN2CCOCC2)cc1 (stereo not drawn),105,103,10,4
104,-1,104,103,Cc1nn(CC(=O)Nc2ccc3c(c2)OCO3)c(C)c1Cl,104,103,-21,6
84,-4,98,103,O=[N+]([O-])c1cccc2c1ccc1ncccc12,97,86,1,0
95,1,?,79,CC(=O)NCCNS(=O)(=O)c1ccc(C)c([N+](=O)[O-])c1,94,93,-5,0
97,2,101,98,O=C(COC(=O)c1cc(=O)[nH]c2ccccc12)c1ccccc1,105,104,-5,0
100,4,99,98,CC(=O)c1ccc(NC(=O)COC(=O)Cc2ccsc2)cc1,99,94,4,0
89,-4,95,91,CC1(C)CC(CC(=O)O)(c2ccc(Cl)cc2)CCO1 (stereo not drawn),89,88,-1,1
.,0,100,.,CCOC(=O)C(c1ccccc1)C(Nc1ccc(Cl)c(Cl)c1)c1ccccn1 (stereo not drawn),99,.,10,3
106,-6,101,97,COc1cccc(CC(=O)n2nc(N)c3cc4ccc(OC)cc4nc32)c1,100,100,-1,0
103,11,106,98,CC1CC(C)CN(c2ncnc3c2cnn3Cc2ccc(Cl)cc2)C1 (stereo not drawn),101,100,25,0
103,-9,105,92,COc1ccc(-c2nc3c(c4nnc(SC(C)C(=O)Nc5ccc(C)cc5)n24)COC(C)(C)C3)cc1 (stereo not drawn),107,103,0,0
115,3,110,102,CCn1cc(C(=O)NCc2ccccc2Cl)cn1,105,103,6,0
111,7,117,115,Cc1noc(C)c1C(=O)N1CCCC(C(=O)c2cccc(OC(C)C)c2)C1 (stereo not drawn),90,110,-15,2
100,20,108,113,O=C(O)c1ccc(S(=O)(=O)NCC2CCCCC2)cc1,103,99,-1,1
93&90,30&1,97&112,109&110,COC(=O)[C@@H]1[C@H]2C[C@H]3c4[nH]c5ccccc5c4CCN3C[C@@H]2CC[C@@H]1O,99&96,102&101,-3&-2,3&1
101,-9,99,97,COc1ccc(C2N=C(N)N=C(N)N2c2ccc(C)cc2)cc1 (stereo not drawn),98,103,12,3
92,-4,105,100,CC(C)CCn1c(O)c(N=Nc2ccccn2)c2ccccc21,101,93,2,3
92,-3,90,122,O=C(NC(=S)Nc1ccc(-c2ccc(CO)o2)cc1)c1cccs1,89,86,-8,0
98,-4,98,95,COc1cc2c(cc1OC)CN(CC(=O)Nc1ccc(C)cc1)CC2,96,90,5,2
99,-5,93,92,O=C(CCC(=O)OCC(=O)c1ccc(Br)cc1)Nc1ccc(Br)c2cccnc12,95,97,2,2
111,1,98,102,Cc1ccc(S(=O)(=O)N(CC(=O)N2CCOCC2)c2ccccc2F)cc1,105,105,-4,2
104,0,98,92,CCOC(=O)COc1nc(OC)nc(N2CCOCC2)n1,103,92,-1,0
116,1,106,122,CCN(CC)C(=S)NC(=O)c1cccnc1,107,109,6,1
103,8,103,104,CC(=O)C1=C(O)C(=O)N(Cc2ccco2)C1c1ccc2c(c1)OCO2 (stereo not drawn),99,100,7,2
105,14,102,106,COc1ccc(NC(C)=O)cc1S(=O)(=O)N(C)Cc1c(C)nn(-c2ccccc2)c1C,100,101,6,4
106,27,103,112,N#CCCSc1nc(N2CCOCC2)c2c(c1C#N)CCCC2,99,98,-2,0
113,-11,106,129,COc1ccc(-n2c(=O)[nH]cc(C(=O)Nc3ccc4c(c3)OCCO4)c2=O)cc1OC,97,106,5,0
96,13,98,100,Cc1ccc(NC(=S)NC(=O)C2CCCCC2)c(Br)c1,98,96,-2,0
67,50*,108,133,CCOC(=O)c1c(N2C(=O)C=CC2=O)sc(C)c1C,67,68,-4,0
113,-29,103,105,Cc1oc(-c2ccccc2F)nc1CS(=O)(=O)CC(=O)N1CCOCC1,109,123,0,0
104,0,100,99,COc1cc(C(=S)N2CCN(C)CC2)ccc1OCC(=O)NCc1ccccc1,96,102,-1,0
101,-1,102,100,O=C(O)/C=C/c1ccc(S(=O)(=O)Nc2ccc3[nH]c(=O)[nH]c3c2)cc1,100,104,4,6
96,10,96,87,CCOC(=O)N1CCN(C(=S)NC(=O)c2ccnn2C)CC1,99,94,-10,0
96,23,107,101,Cc1ccc(NC(=O)/C=C/c2ccco2)nc1,101,104,17,10
108,6,104,109,CC(=O)c1cccc(NC(=S)N2CCN(S(C)(=O)=O)CC2)c1,107,104,-4,1
101,1,109,109,CCOC(=O)C1CCCN(C(=O)c2ccccc2[N+](=O)[O-])C1 (stereo not drawn),103,99,5,1
94,6,101,109,O=C(NC1CCc2ccccc21)c1cc(COc2ccc(F)cc2F)on1 (stereo not drawn),100,97,0,0
106,37,104,93,Cc1sc2nc(SCC(=O)Nc3c(C)n(C)n(-c4ccccc4)c3=O)n(C)c(=O)c2c1C,102,108,-12&-1,2
103,9,106,107,O=C(CN1C(=O)c2ccccc2S1(=O)=O)Nc1ncccn1,101,96,3,0
99,21,99,101,CC(C)CN1C(=O)NC(NC(=O)c2cccnc2)(C(F)(F)F)C1=O (stereo not drawn),98,101,-32,2
88,14,90,95,Cc1nnc(C)n1/N=C/c1ccc(C(=O)O)cc1,96,88,-2,0
105,2,105,100,O=C(O)c1cccnc1Sc1ccccc1,103,97,-1,0
95,11,96,93,COCCNC(=O)C(c1cccs1)N(C(=O)Cn1nnc2ccccc21)c1cccc(C(C)=O)c1 (stereo not drawn),96,95,14&15,0
